# TcdB GH inh – blocks C. difficile toxin B glycohydrolase activity; 350,000 compounds, 0.24% hits; inhibition, % at 9.99 µM; P18177; TcdB glycohydrolase enzymatic assay, plate reader; in the data active = inhibition above about 10%
# The depositor's hits bear a star. Some of the compounds tested; rates above refer to the full screens.
SMILES,TcdB GH inh
CCCNC(=O)N(C)C[C@@H]1Oc2ncc(C3=CCCCC3)cc2C(=O)N([C@@H](C)CO)C[C@H]1C,-0.3
C[C@@H]1CN([C@H](C)CO)C(=O)c2cc(-c3cccc(C(=O)N(C)C)c3)cnc2O[C@H]1CN(C)C(=O)Cc1ccccn1,1.2
CO[C@@H]1CN(C)C(=O)c2cc(NS(C)(=O)=O)ccc2OC[C@H](C)N(Cc2nccs2)C[C@H]1C,-0.2
C[C@H]1CN([C@@H](C)CO)C(=O)c2cccc(NC(=O)c3cnccn3)c2O[C@H]1CN(C)C(=O)Nc1ccccc1,-0.5
O=C(C[C@@H]1C=C[C@H](NS(=O)(=O)c2ccc(F)cc2)[C@H](CO)O1)N1CCC(Cc2ccccc2)CC1,-1.0
C[C@H]1CN([C@@H](C)CO)C(=O)c2cc(NC(=O)Cc3ccccc3)ccc2O[C@H]1CN(C)C(=O)Nc1cccc2ccccc12,-10
C[C@H]1CN([C@@H](C)CO)C(=O)c2cc(NC(=O)CCCN(C)C)ccc2O[C@H]1CN(C)CC1CCCCC1,-1.7
CO[C@@H](CN(C)C(=O)C1CCOCC1)[C@H](C)CN(C(=O)Nc1ccc(C(F)(F)F)cc1)[C@@H](C)CO,1.4
CN(C)CC#Cc1ccc([C@@H]2[C@@H](CO)N3CCCCN(C(=O)Nc4ccc(F)cc4)C[C@@H]23)cc1,-0.3
C[C@@H]1CN([C@H](C)CO)C(=O)Cc2cc(NS(=O)(=O)c3ccc(Cl)cc3)ccc2O[C@H]1CN(C)Cc1ccc(Oc2ccccc2)cc1,-0.5
C[C@H]1CCCCO[C@H](CN(C)C(=O)NC2CCCCC2)[C@@H](C)CN([C@@H](C)CO)C(=O)c2cc(NC(=O)C3CCCCC3)ccc2O1,0.9
CC(C)NC(=O)N1[C@H](C(=O)N2CCC(Cc3ccccc3)CC2)[C@@H](CO)[C@@H]2Cn3c(cccc3=O)[C@@H]21,0.2
CCCN1[C@@H]2c3ccc(-c4cccnc4)c(=O)n3C[C@H]1[C@H](CO)[C@H]2C(=O)NCCc1cn(C)cn1,-0.3
O=C(C[C@@H]1C[C@H]2c3cc(NC(=O)CC4CC4)ccc3O[C@H]2[C@@H](CO)O1)NCc1ccc2c(c1)OCO2,-13
CO[C@H]1CN(C)C(=O)c2ccc(NC(=O)C3CCC3)cc2OC[C@@H](C)N(C)C[C@@H]1C,-0.5
CCCC(=O)Nc1ccc2c(c1)OC[C@@H](C)N(Cc1ccncc1)C[C@@H](C)[C@@H](OC)CN(C)C2=O,1.2
COc1ccc(NC(=O)N(C)C[C@@H]2OCc3ccccc3-c3ccccc3C(=O)N([C@H](C)CO)C[C@@H]2C)c(OC)c1,-0.2
O=C(C1CC1)N1[C@H](CO)[C@@H]2c3ccccc3N(S(=O)(=O)c3ccccc3)C[C@@H]21,-1.0
CC(C)NC(=O)N(C)C[C@H]1Oc2ccc(NS(=O)(=O)c3ccc(Cl)cc3)cc2C(=O)N([C@H](C)CO)C[C@@H]1C,0.1
CCC(=O)N(C)C[C@H]1Oc2cc(C#CC3CCCC3)ccc2S(=O)(=O)N([C@@H](C)CO)C[C@@H]1C,1.6
C[C@@H]1CN([C@H](C)CO)C(=O)Cc2cc(NC(=O)CCN3CCOCC3)ccc2O[C@@H]1CN(C)S(C)(=O)=O,1.0
C[C@@H]1CN([C@H](C)CO)C(=O)c2ccccc2-c2ccccc2CO[C@@H]1CN(C)C(=O)c1ccncc1,-0.4
C[C@@H]1CCCCO[C@H](CN(C)S(=O)(=O)c2ccc(Cl)cc2)[C@@H](C)CN([C@H](C)CO)C(=O)c2cc(NS(=O)(=O)c3ccccc3)ccc2O1,0.4
CC(C)NC(=O)N[C@H]1CC[C@@H](CC(=O)NCc2ccc(Oc3ccccc3)cc2)O[C@H]1CO,-6.8
CC(C)C#Cc1ccc2c(c1)O[C@@H](CN(C)CC1CCOCC1)[C@H](C)CN([C@@H](C)CO)S2(=O)=O,1.2
CC(C)NC(=O)Nc1ccc2c(c1)C(=O)N([C@@H](C)CO)C[C@H](C)[C@@H](CN(C)S(=O)(=O)c1ccc(F)cc1)O2,0.2
C[C@@H]1CCCCO[C@H](CN(C)CC2CC2)[C@H](C)CN([C@@H](C)CO)C(=O)c2cc(NC(=O)Nc3ccccc3)ccc2O1,0.3
COc1ccccc1C#Cc1ccc2c(c1)O[C@@H](CN(C)Cc1ccccc1)[C@H](C)CN([C@@H](C)CO)S2(=O)=O,0.8
O=C(NCC[C@H]1CC[C@@H](NS(=O)(=O)Cc2ccccc2)[C@@H](CO)O1)C1CCOCC1,0.8
C[C@@H]1CN([C@H](C)CO)C(=O)c2cccc(NS(=O)(=O)c3ccc(F)cc3)c2O[C@@H]1CN(C)C(=O)Nc1ccc(C(F)(F)F)cc1,0.0
Cc1ccc(S(=O)(=O)N(C)C[C@H]2OCCCC[C@H](C)Oc3ccc(NC(=O)Cc4ccccc4)cc3C(=O)N([C@@H](C)CO)C[C@@H]2C)cc1,1.2
CN(C)CC(=O)N[C@@H]1CC[C@H](CCn2cc(CN(C)C)nn2)O[C@H]1CO,0.0
COc1ccccc1-c1cn(CC[C@H]2CC[C@H](NC(=O)c3cnccn3)[C@H](CO)O2)nn1,0.0
C[C@H](CO)N1C[C@H](C)[C@@H](CN(C)S(=O)(=O)c2ccc(F)cc2)Oc2ccc(NC(=O)CCN3CCOCC3)cc2CC1=O,-0.6
CN(C)C(=O)c1ccc(-c2cccc(-c3nc(C(=O)NC4CCC4)cc4c3[C@H](CCO)N([S@@](=O)C(C)(C)C)C4)c2)cc1,0.1
CCNC(=O)C[C@H]1CC[C@@H]2[C@H](COC[C@@H](O)CN2Cc2ccc(Cl)c(Cl)c2)O1,0.3
C[C@@H]1CN([C@@H](C)CO)C(=O)c2cccc(NS(=O)(=O)c3ccccc3)c2O[C@@H]1CN(C)Cc1ccc(C(=O)Nc2ccccc2N)cc1,0.5
C[C@H](CO)N1C[C@H](C)[C@@H](CN(C)C(=O)Nc2ccc(F)cc2)Oc2ccc(NS(=O)(=O)c3ccccc3)cc2CC1=O,0.6
COc1ccc(NC(=O)Nc2ccc3c(c2)C(=O)N([C@@H](C)CO)C[C@H](C)[C@@H](CN(C)S(=O)(=O)c2ccc(Cl)cc2)OCCCC[C@@H](C)O3)cc1,-2.2
CN1[C@@H]2c3ccc(C4=CCCC4)c(=O)n3C[C@@H]2[C@@H](CO)[C@@H]1C(=O)NCc1ccccc1F,0.1
C[C@@H](NC(=O)C[C@@H]1CC[C@@H]2[C@H](COC[C@@H](O)CN2C(=O)Nc2cc(Cl)cc(Cl)c2)O1)c1ccccc1,-4.2
CCNC(=O)Nc1ccc2c(c1)C(=O)N(C)[C@@H]1CC[C@@H](CC(=O)Nc3ccccc3)O[C@@H]1CO2,-1.8
COc1ccc2c3c([nH]c2c1)[C@@H](CO)N(Cc1ccccc1F)CC31CCN(C(=O)C2CC2)CC1,-0.9
Cc1noc(C)c1S(=O)(=O)Nc1ccc2c(c1)CC(=O)N([C@@H](C)CO)C[C@@H](C)[C@@H](CN(C)CC1CCCCC1)O2,-0.5
CO[C@@H](CN(C)C(=O)c1cnccn1)[C@H](C)CN([C@@H](C)CO)S(=O)(=O)c1ccccc1,-2.4

# Ordered by length of the SMILES (high to low): 10 of the compounds above.
SMILES,TcdB GH inh
COc1ccc(NC(=O)Nc2ccc3c(c2)C(=O)N([C@@H](C)CO)C[C@H](C)[C@@H](CN(C)S(=O)(=O)c2ccc(Cl)cc2)OCCCC[C@@H](C)O3)cc1,-2.2
Cc1ccc(S(=O)(=O)N(C)C[C@H]2OCCCC[C@H](C)Oc3ccc(NC(=O)Cc4ccccc4)cc3C(=O)N([C@@H](C)CO)C[C@@H]2C)cc1,1.2
C[C@@H]1CN([C@@H](C)CO)C(=O)c2cccc(NS(=O)(=O)c3ccccc3)c2O[C@@H]1CN(C)Cc1ccc(C(=O)Nc2ccccc2N)cc1,0.5
CC(C)NC(=O)Nc1ccc2c(c1)C(=O)N([C@@H](C)CO)C[C@H](C)[C@@H](CN(C)S(=O)(=O)c1ccc(F)cc1)O2,0.2
CC(C)NC(=O)N1[C@H](C(=O)N2CCC(Cc3ccccc3)CC2)[C@@H](CO)[C@@H]2Cn3c(cccc3=O)[C@@H]21,0.2
C[C@H]1CN([C@@H](C)CO)C(=O)c2cccc(NC(=O)c3cnccn3)c2O[C@H]1CN(C)C(=O)Nc1ccccc1,-0.5
CO[C@@H](CN(C)C(=O)C1CCOCC1)[C@H](C)CN(C(=O)Nc1ccc(C(F)(F)F)cc1)[C@@H](C)CO,1.4
O=C(C[C@@H]1C=C[C@H](NS(=O)(=O)c2ccc(F)cc2)[C@H](CO)O1)N1CCC(Cc2ccccc2)CC1,-1.0
O=C(NCC[C@H]1CC[C@@H](NS(=O)(=O)Cc2ccccc2)[C@@H](CO)O1)C1CCOCC1,0.8
CN(C)CC(=O)N[C@@H]1CC[C@H](CCn2cc(CN(C)C)nn2)O[C@H]1CO,0.0

# Later entries:
SMILES,TcdB GH inh
CO[C@H]1CN(C)C(=O)c2ccc(NC(=O)C3CCCC3)cc2OC[C@H](C)N(C(C)=O)C[C@@H]1C,-0.5
CN(C)C(=O)c1ccc(-c2ccccc2[C@@H]2[C@@H](CO)N(C(=O)C3CCCC3)[C@H]2C#N)cc1,-0.7
C[C@H](NC(=O)C[C@H]1CC[C@H]2[C@H](COc3ccc(NC(=O)C4CCOCC4)cc3C(=O)N2C)O1)c1ccccc1,-0.5
C[C@@H]1CCCCO[C@@H](CN(C)Cc2ccncc2)[C@@H](C)CN([C@@H](C)CO)C(=O)c2cc(NS(=O)(=O)c3ccccc3)ccc2O1,-6.9
CCCNC(=O)C[C@@H]1C[C@@H]2c3cc(NS(C)(=O)=O)ccc3O[C@@H]2[C@@H](CO)O1,0.0
COCCN(C[C@@H]1N[C@@H](CO)[C@H]1c1ccc(-c2cccc(F)c2)cc1)C(C)=O,0.4
CS(=O)(=O)Nc1ccc2c(c1)[C@H]1C[C@@H](CC(=O)NCC3CC3)O[C@H](CO)[C@H]1O2,0.0
CCCC#Cc1cnc2c(c1)C(=O)N([C@@H](C)CO)C[C@H](C)[C@@H](CN(C)C(=O)NC1CCCC1)O2,-0.2
C[C@@H]1CN([C@H](C)CO)C(=O)Cc2cc(NC(=O)CCC(F)(F)F)ccc2O[C@H]1CN(C)Cc1ccc(C(=O)Nc2ccccc2N)cc1,-2.4
COc1ccc(/C=C/C=O)cc1,-0.6
COc1ccc(NC(=O)Nc2cccc3c2O[C@H](CN(C)S(=O)(=O)c2cccs2)[C@H](C)CN([C@H](C)CO)C3=O)cc1,1.6
O=S(=O)(c1ccccc1)N1CC2(C1)[C@H](c1ccccc1)[C@H](CO)N2CC1CCOCC1,1.0
CC(C)NC(=O)N[C@H]1CC[C@H](CC(=O)NC2Cc3ccccc3C2)O[C@H]1CO,0.3
O=C(NCC1CC1)[C@@H]1[C@@H](CO)[C@@H]2Cn3c(ccc(-c4cccnc4)c3=O)[C@H]1N2C(=O)C1CCC1,0.1
C[C@@H](NC(=O)C[C@@H]1CC[C@H]2[C@@H](COC[C@@H](O)CN2C)O1)c1ccccc1,-1.5
O=C(NC1CCCCC1)[C@H]1[C@H](CO)[C@H]2Cn3c(cccc3=O)[C@H]2N1CC1CCOCC1,0.4
CC(C)C#Cc1ccc2c(c1)O[C@H](CN(C)Cc1ccccc1)[C@H](C)CN([C@H](C)CO)S2(=O)=O,-0.3
COc1ccc(NC(=O)N(C)C[C@@H]2OCCCC[C@H](C)Oc3ccc(NC(=O)Nc4ccccc4)cc3C(=O)N([C@@H](C)CO)C[C@@H]2C)cc1,0.8
COc1ccc(CN(C)C[C@H]2OCCCC[C@@H](C)Oc3ccc(N(C)C)cc3C(=O)N([C@@H](C)CO)C[C@@H]2C)cc1,-22
C[C@@H]1CN([C@@H](C)CO)C(=O)Cc2cc(NC(=O)C3CC3)ccc2O[C@H]1CN(C)Cc1ccccc1,0.3
CO[C@H]1CN(C)C(=O)c2ccc(NC(=O)c3ccccc3F)cc2OC[C@H](C)N(C(C)=O)C[C@H]1C,0.3
O=C(Nc1cc(F)ccc1F)N1CC(=O)N2[C@@H](CO)[C@H](c3ccc(C#CC4CCCC4)cc3)[C@@H]2C1,0.7
CO[C@@H]1CN(C)C(=O)c2ccc(NC(=O)Nc3cc(F)ccc3F)cc2OC[C@@H](C)NC[C@@H]1C,-0.6
CC=Cc1ccc2n(c1=O)C[C@H]1[C@H](CO)[C@@H](C(=O)NCCC)N(CCC(F)(F)F)[C@@H]21 (mixture of isomers),-7.7
C[C@@H]1CN([C@@H](C)CO)C(=O)c2cccc(NC(=O)Nc3ccc(F)cc3)c2O[C@H]1CN(C)S(=O)(=O)c1cccs1,0.6
C[C@@H](NC(=O)C[C@H]1C=C[C@H](NC(=O)c2cccnc2)[C@@H](CO)O1)c1ccccc1,-4.7
COc1ccc(NC(=O)N(C)C[C@@H]2OCCCC[C@@H](C)Oc3ccc(NC(=O)NC4CCCCC4)cc3C(=O)N([C@@H](C)CO)C[C@@H]2C)cc1,0.7
Cc1noc(C)c1S(=O)(=O)Nc1ccc2c(c1)C(=O)N([C@@H](C)CO)C[C@H](C)[C@@H](CN(C)C(=O)Nc1ccccc1)O2,-1.4
C[C@H](CO)N1C[C@H](C)[C@@H](CN(C)Cc2ccncc2)OCCCC[C@H](C)Oc2ccc(NC(=O)CCC(F)(F)F)cc2C1=O,0.2
COc1ccc(S(=O)(=O)N(C)C[C@H]2Oc3ccc(NC(=O)Cc4ccccc4)cc3CC(=O)N([C@H](C)CO)C[C@@H]2C)cc1,-2.0
N#C[C@H]1[C@@H](c2ccc(C#CC3CCCC3)cc2)[C@H](CO)N1C(=O)Nc1ccc(F)cc1,0.4
C[C@H]1CN([C@@H](C)CO)S(=O)(=O)c2ccc(-c3cccnc3)cc2O[C@@H]1CN(C)C(=O)NC1CCCC1,-1.2
COc1ccc2c3c(n(C)c2c1)[C@H](CO)N(C(=O)c1ccc(F)cc1)CC31CN(C)C1,2.5
C[C@H](CO)N1C[C@H](C)[C@@H](CN(C)C(=O)C2CCOCC2)Oc2ncc(C#CC(C)(C)O)cc2C1=O,0.0
CCCC#Cc1cnc2c(c1)C(=O)N([C@H](C)CO)C[C@H](C)[C@@H](CN(C)Cc1ccncc1)O2,0.7
